# Screens deposited in PubChem BioAssay by Sanford-Burnham Center for Chemical Genomics.
# TAG inh – inhibitors of triacylglycerol accumulation | H9c2 cells, Nile Red lipid (TAG) fluorescence; cells loaded with 200 µM oleic acid | inhibition, % at 12.5 µM | 230,000 tested, 0.66% active;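 active = pattern-corrected inhibition of lipid staining of at least 50% with the nuclear-stain viability signal not falling by more than 50%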;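 note: 0% = DMSO wells and 100% = triacsin C control wells; some results filed as inactive read as strong as hits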
# TAG inh DAPI viability – recorded beside TAG inh, whose call it bears; DAPI nuclei signal change (viability), lower = more cytotoxic, %;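 whole-well DAPI fluorescence read on a plate reader as a viability signal; minus 50 percent equals half of cells still viable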
# Numbers without * were called inactive; & = joins results of further samples.
# Below each compound: TAG inh	TAG inh DAPI viability
> COc1ccc(CNC(=O)C(c2ccco2)N(C(=O)c2ccccn2)c2ccccc2)cc1 (stereo not drawn)
 : -11	4
> Cn1c(N)c(C(=O)COC(=O)Cc2ccc(Br)cc2)c(=O)n(C)c1=O
 : -6	0
> O=C(O)C1CCCN1c1nc(Cl)ccc1[N+](=O)[O-] (stereo not drawn)
 : 7	-1
> COCC(=O)Nc1cc(C)cn(Cc2ccccc2Cl)c1=O
 : -4	-6
> COc1ccccc1NS(=O)(=O)c1ccc(NN=C2CCCC2)c([N+](=O)[O-])c1
 : -41	5
> CN(C)c1ccc(/C=C2\c3ccccc3C(=O)N2c2ccccc2)cn1
 : 27	6
> CCn1cc(C(=O)N2CCN(c3ccccn3)CC2)c(=O)c2cc(S(=O)(=O)N(C)C3CCCCC3)ccc21
 : 28	-1
> CCCCN1CCCCC1C(=O)Nc1c(C)cc(C)cc1C (stereo not drawn)
 : 26	-9
> O=C(CN1CCN(C(=O)C2CC2)CC1)Nc1ccc(Cl)cc1F
 : -2	-3
> CCOc1ccc2nc(NCCNC(=S)NCCCN(C)C)c(C#N)cc2c1
 : 16	46
> CC(=O)Nc1ccc2nc(NS(=O)(=O)c3ccc(C)cc3)sc2c1
 : -1	2
> O=C(NCCc1ccccc1)c1c(O)c2cccc3c2n(c1=O)CC3
 : -3	11
> CCOC(=O)c1ccc(N2Cc3ccccc3C2=N)cc1
 : -1	-4
> O=C(c1ccccc1)c1ccccc1C(=O)N1CCN(C(=O)c2ccccc2)CC1
 : -18	0
> O=C(OC1CCOC1=O)c1ccc(-c2nc3ccccc3s2)s1 (stereo not drawn)
 : -8	13
> CN(C)C(=O)c1cccc(-c2cnc3c(NC=O)cc(-c4ccccc4F)cn23)c1
 : 26	-4
> Cc1ccc(S(=O)(=O)Nc2ccccc2N2CCOCC2)cc1
 : -6	-1
> OC(c1ccccc1)c1ccccc1CN1CCCNC1=S (stereo not drawn)
 : 11	-1
> Brc1ccc(-c2cnc3n2CCCC3)cc1
 : -10	6
> COc1ccc(/C=N/NC(=O)c2nc(-c3ccccc3)n(-c3ccccc3)n2)c(O)c1
 : -24	-6
> CCOC(=O)C1CCCN(S(=O)(=O)c2cc(Br)cc3c2N(C(=O)C2CC2)CC3)C1 (stereo not drawn)
 : -4	1
> COc1ccc(C(=O)N/C(=C/c2cccs2)C(=O)NN)cc1OC
 : -3	-1
> Cc1cc(C)c2c(c1)N[C@H](c1cccs1)[C@@H]1CCO[C@H]21
 : -1	1
> COc1cccc2c1c(NC(=O)Nc1ccc(F)cc1F)nn2C
 : -8	4
> O=C(NC1CCS(=O)(=O)C1)c1sc2ccccc2c1Cl (stereo not drawn)
 : 3	5
> CN(C)C(=S)NC(=O)c1cccc(Cl)c1
 : -17	8
> c1csc(-c2nc3ccccc3s2)c1
 : 1	-1
> CCOC(=O)c1ccc(NC(=O)CSc2nc3cccnc3n2C)cc1
 : -10	0
> CC(C)CC(=O)Nc1nnc(SCC(=O)Nc2ccc(F)cc2)s1
 : -11	-5
> Cc1cc(F)ccc1-c1cc(C(=O)NCc2cccc(C(F)(F)F)c2)[nH]n1
 : -15	8
> COc1cc(C(=O)NCC(=O)N2CCN(S(=O)(=O)c3ccccc3)CC2)cc(OC)c1OC
 : 17	-16
> CCOc1ccc(C(C)=O)cc1CSc1nnc(-c2ccoc2C)n1N
 : -18	5
> COc1ccc(OCC(=O)OCC(=O)Nc2cc(S(=O)(=O)N3CCOCC3)ccc2Cl)cc1
 : -3	-5
> O=C(/C=C/c1ccc(O)cc1)c1ccc(O)cc1O
 : 1	-3
> Cc1ccc(NC(=O)CCC(=O)c2cccs2)nc1
 : 7	-2
> O=C1/C(=C\Nc2ccc(OC(F)(F)F)cc2)CCN1c1ncccn1
 : -2	-8
> CC(C)CN(C(=O)c1ccc(=O)n(C)n1)c1nc2ccccc2s1
 : -13	15
> COc1ccc(-c2cn(-c3ccc(C)cc3)c(=O)n2CC(=O)Nc2ccc(OC)c(OC)c2)cc1
 : 28	-11
> O=C(O)c1cccc(CN2C(=O)CSC2=O)c1
 : -3	-4
> COc1ccccc1CC(=O)Nc1ccon1
 : -12	5
> CCN(C(=O)CSc1nnc(NCc2ccccc2)s1)C1CCS(=O)(=O)C1 (stereo not drawn)
 : 1	-12
> CCCc1cc(=O)[nH]c(-n2[nH]c3c(c2=O)CCCC3)n1
 : 2	0
> CCOc1ncccc1C(=O)OCC(=O)Nc1cc(S(=O)(=O)N2CCOCC2)ccc1Cl
 : 15	-18
> COc1ccc(CCNC(=O)C2CCC(C(C)(C)C)CC2)cc1OC (stereo not drawn)
 : 33	3
> O=C(NNc1c(F)c(F)cc(F)c1F)C1CCN(S(=O)(=O)c2ccccc2F)CC1
 : -43	-13
> O=C(O)/C=C/C(=O)Nc1ccc(OC(F)(F)F)cc1Br
 : -4	4
> COc1cccc(C(=O)c2c[nH]c(C(=O)NCc3cccnc3)c2)c1
 : 14	0
> COC(=O)CN(c1ccccc1F)S(=O)(=O)c1ccccc1
 : -17	3
> CCSc1nnc(NC(=O)c2cc(C)nc3ccccc23)s1
 : -17	7
> COCCn1c(N)c(N(Cc2ccccc2)C(=O)C2CCCCC2)c(=O)[nH]c1=O
 : 5	16
> O=C(/C=C/c1c(F)cccc1Cl)NCCCN1CCOCC1
 : -6	4
> Cc1ccc2nc(-c3cccnc3)c(Nc3ccccc3C)n2c1
 : -9	5
> CS(=O)(=O)c1ccc(NC(=O)CCN2C(=O)NC3(CCCC3)C2=O)cc1
 : -8	4
> O=C(N=C1SC2CS(=O)(=O)CC2N1Cc1ccccc1)C1CC1 (stereo not drawn)
 : -9	-5
> COc1cc(C(C)=O)ccc1OCCN1CCC(Cc2ccccc2)CC1
 : 10	8
> COc1ccc(C(=O)N2CCOC2CNC(=O)C(=O)NCCc2ccc(OC)c(OC)c2)cc1 (stereo not drawn)
 : 0	-4
> CC(OC(=O)CN1C(=O)NC2(CCCCC2C)C1=O)c1ccccc1 (stereo not drawn)
 : 5	-7
> COc1ccccc1C(=O)Nc1nc2nc(-c3ccccc3)cc(=O)n2[nH]1
 : 14	-15
> Cc1nccn1C[C@@H]1CCc2c(c3ccccc3n2C)C1=O
 : -1	0
> S=c1[nH]nc(-c2ccc(Cl)cc2)n1/N=C/c1cccs1
 : 11	-13

# The list goes on; it opens with the four that closed the last part.
# Below each compound: TAG inh	TAG inh DAPI viability
> CC(OC(=O)CN1C(=O)NC2(CCCCC2C)C1=O)c1ccccc1 (stereo not drawn)
 : 5	-7
> COc1ccccc1C(=O)Nc1nc2nc(-c3ccccc3)cc(=O)n2[nH]1
 : 14	-15
> Cc1nccn1C[C@@H]1CCc2c(c3ccccc3n2C)C1=O
 : -1	0
> S=c1[nH]nc(-c2ccc(Cl)cc2)n1/N=C/c1cccs1
 : 11	-13
> COc1ccc([C@H]2N[C@]3(CCCN(Cc4ccc(C(F)(F)F)cc4)C3=O)[C@H]3C(=O)N(Cc4ccccc4)C(=O)[C@@H]23)cc1
 : 5	3
> Cc1nnc(NC(=O)c2ccccc2NC(=O)c2ccccc2)s1
 : 9	-5
> CCOc1ccc(C2CC(c3ccccc3C)n3ncnc3N2)cc1 (stereo not drawn)
 : 4	-8
> CCN(C(=O)COC(=O)c1cc(-c2cccc3ccccc23)nc2ccccc12)C1CCS(=O)(=O)C1 (stereo not drawn)
 : 5	2
> Cc1oc(-c2cccc(Cl)c2)nc1CSc1nc2c(c(=O)[nH]1)CCC2
 : -6	1
> COc1nnc(-c2ccc(N3CCOCC3)c(NC(=O)c3ccccc3)c2)c2ccccc12
 : 7	-1
> CN(C(=O)COC(=O)CSc1ccc(C(N)=O)cc1[N+](=O)[O-])C1CCS(=O)(=O)C1 (stereo not drawn)
 : 0	7
> O=C(c1ccco1)N1CCN(/C(=N/S(=O)(=O)c2cccs2)c2ccccc2Cl)CC1
 : -18	4
> O=C(Nc1ccc(F)cc1F)N1CCCN(CCOc2ccccc2)CC1
 : 0	-8
> Cc1ccc(S(=O)(=O)CC(=O)N2CCN(c3ccccc3F)CC2)cc1
 : 0	-4
> Cc1nc(SCC(=O)N2CCN(c3ccccc3)CC2)c2oc3ccccc3c2n1
 : 7	-10
> COc1cccc(NC(=O)Cn2c3ccccc3c3nc4n(c(=O)c32)CCS4)c1
 : -3	1
> COc1ccc(OC)c(NC(=O)C2=C(C)Nc3ncnn3C2c2cccs2)c1 (stereo not drawn)
 : -6	-10
> CC[N+]1(CC)CC2CCC(C)(C1)C2(C)C (stereo not drawn)
 : 0	4
> CCC1Oc2ccccc2N(CC(=O)NCc2cccs2)C1=O (stereo not drawn)
 : -12	-2
> CSc1ccccc1OCc1cc(C(=O)NC(C)c2cnn(C)c2)no1 (stereo not drawn)
 : 6	7
> CC(=O)c1cccc(NC(=O)CSc2ccc(-c3sc(C)nc3C)nn2)c1
 : 0	-1
> Clc1ccc(C=Cc2ccccn2)cc1
 : -8	13
> Cc1ccc(S(=O)(=O)NC(=O)Nn2c(C)nnc2C)cc1
 : 6	-11
> CC(=O)Oc1ccc(/C=C2/CCc3ccccc3C2=O)cc1
 : 1	3
> O=C(CN1CCCc2ccccc21)NC(=O)NCc1ccccc1
 : 8	-3
> Cc1cccc(CCNC(=O)C2CCC(=O)N(Cc3ccccc3F)C2)n1 (stereo not drawn)
 : 12	12
> CCOC(=O)c1c(C)n(C)c2ccc(OCC(O)CN3CCCCCC3)cc12 (stereo not drawn)
 : 0	14
> COc1ccc(NC(=O)Cn2nnc(C(=O)NCCc3ccc(OC)c(OC)c3)c2N)c(OC)c1
 : 9	-7
> CC(=O)Nc1ccc(CN2CCC(Oc3ccc(C(=O)N4CCCC4)cc3)CC2)cc1
 : -2	-3
> Cc1ccc(-c2noc(CCC(=O)NCC3CCN(Cc4cccc(C)c4)CC3)n2)cc1
 : -6	20
> COC(=O)C1=C(C)Nc2c(c(=O)n(C)c(=O)n2C)C1c1cccnc1 (stereo not drawn)
 : 12	7
> NCCCC[C@@H]1NC(=O)[C@H](CCC(=O)O)NC(=O)c2cc([N+](=O)[O-])cc(I)c2SC[C@@H](C(=O)NCC(N)=O)NC1=O
 : -4	0
> CC1CCCC(NC(=O)COC(=O)COc2ccc(Br)cc2)C1C (stereo not drawn)
 : 17	-7
> CC1C(Br)C(=O)NC(=O)N1Cc1ccccc1 (stereo not drawn)
 : 9	-2
> CC(Sc1nnc(-c2ccccc2Br)o1)C(=O)N1CCOCC1 (stereo not drawn)
 : -2	0
> O=[N+]([O-])c1cccc(-c2noc3c2-c2nc(Cc4cccc5ccccc45)sc2CC3)c1
 : -42	-9
> CSCCC(NC(=O)c1ccco1)C(=O)NC1CCC(C)CC1 (stereo not drawn)
 : 1	-6
> CCSc1nnc2nc(C)cc(C)n12
 : 9	-9
> Cc1cccc(N2CCN(CC(=O)N(C3CCCC3)C3CCS(=O)(=O)C3)CC2)c1C (stereo not drawn)
 : 3	0
> CCC(=O)Nc1nnc(SCC(=O)NCC2CCCO2)s1 (stereo not drawn)
 : -12	-1
> COc1ccc(C2CC(c3ccccc3)=NN2C(=O)CCC(=O)O)cc1 (stereo not drawn)
 : -1	1
> Cc1cc(C)c2c(n1)SCC(=O)N2CC(=O)Nc1ccccc1Cl
 : -6	0
> CCO/C(C)=N/n1c2nc3ccccc3nc2c2c(=O)n(C3CCCC3)c(C)nc21
 : 28	12
> CCn1cc(C(=S)N2CCC(C(N)=O)CC2)c2ccccc21
 : 5	0
> O=C1C2CCCN2C(=S)N1c1cc(Cl)ccc1Cl (stereo not drawn)
 : -26	8
> C=CC1CN(CC(=O)OC)S(=O)(=O)c2ccccc21 (stereo not drawn)
 : 17	-9
> COc1cccc(S(=O)(=O)NCc2ccc(C(=O)Nc3ccc(Cl)c(Cl)c3)cc2)c1
 : 20	-3
> COc1ccc(CNC(=O)C2CCN(S(=O)(=O)c3ccc4c(c3)C(C)(C)C(=O)N4C)CC2)cc1
 : -5	0
> C=CCN1C(=O)C(CC(=O)Nc2ccccc2F)S/C1=N\c1nccs1 (stereo not drawn)
 : -3	4

# The list goes on, starting with the last two of the part before.
# Below each compound: TAG inh	TAG inh DAPI viability
> COc1ccc(CNC(=O)C2CCN(S(=O)(=O)c3ccc4c(c3)C(C)(C)C(=O)N4C)CC2)cc1
 : -5	0
> C=CCN1C(=O)C(CC(=O)Nc2ccccc2F)S/C1=N\c1nccs1 (stereo not drawn)
 : -3	4
> COC(=O)C1=C(C)NC(C)=C(C(=O)OC)C1C(=O)OC1CCCCC1=O (stereo not drawn)
 : -7&-13	-12&-8
> COc1ccc(C(=O)N2CCCC(Nc3ccc(F)c(F)c3)C2)c(OC)n1 (stereo not drawn)
 : -2	9
> NC(=O)NC(CC(=O)NCCc1ccc(S(N)(=O)=O)cc1)c1ccc(Cl)cc1 (stereo not drawn)
 : -1	-5
> CC(c1ccccc1)C1OCC(C[N+]2(C)CCCCC2)O1 (stereo not drawn)
 : -8	12
> CC1CCCC(NC(=O)c2cccc(S(=O)(=O)NCc3ccccc3)c2)C1C (stereo not drawn)
 : 6	-7
> CCOC(=O)N1CCC(N2C(=O)c3cc(C(=O)NC4CCCCC4)ccc3C2O)CC1 (stereo not drawn)
 : 12	-5
> Cc1cc(C)c(S(=O)(=O)c2ccccc2)c(OC(=O)c2c(Cl)cc(Cl)cc2Cl)n1
 : 18	-4
> Cc1ccc(-n2c(N)c(C(N)=O)sc2=S)cc1
 : -2	-3
> Cc1c(-n2c(SC(C)C(=O)NC(N)=O)nc3ccccc3c2=O)c(=O)n(-c2ccccc2)n1C (stereo not drawn)
 : 0	5
> CCOC(=O)CC(=O)CSc1nc(C)cc(C)c1C#N
 : 18	-7
> O=C(OCc1ccccc1)N(CCF)c1cn(Cc2ccccc2)c(=O)n(Cc2ccccc2)c1=O
 : -10	12
> O=C(Nc1ccc2nc(-c3ccc(Br)o3)[nH]c2c1)c1cccs1
 : 38	7
> COc1ccc(CNC(=O)c2ccc(Cl)c(S(=O)(=O)N3CCOCC3)c2)cc1OC
 : -9	-7
> CN1CCc2c(OCc3ccc(F)cc3)cccc2C1=O
 : 4	4
> CSc1nc2c(c(=O)[nH]1)C(c1cccc(Cl)c1)CC(=O)N2 (stereo not drawn)
 : 0	-6

# Not all compounds are listed; rates above refer to the full screens.
